High-throughput results deposited in PubChem by several laboratories.
AGP1-GFP MLPCN – alters AGP1-GFP fluorescence in TOR pathway yeast screen. S. cerevisiae AGP1-GFP multiplex flow cytometry, 3 h; GFP as percent of DMSO wells. GFP response vs DMSO, % at 10 µM. 320,000 tested, 0.02% active. AID 2066;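 active = GFP response relative to DMSO above a set limit, near screen average plus 3 SD, cut at about 150% in these data; inconclusive = fewer than 70 cells counted for the yeast strain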;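 also: median GFP channel fluorescence of the gated AGP1 strain per well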
GLD-1 RNA inh – GLD-1-TGE RNA interaction inhibition (C. elegans) | Q17339 | purified GLD-1 + fluorescein TGE RNA, fluorescence polarization | inhibition, % at 5.96 µM | 320,000 tested, 0.44% active;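 active = percent inhibition above a per-plate cutoff, the plate mean of test compounds plus 3 SD, cut at about 30% in these data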;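 also: 0% = DMSO wells with GLD-1 and probe and 100% = wells lacking GLD-1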
VLA-4 inh – inhibition in a human VLA-4 binding assay; inhibition, % (about 7 µM as worked out from the volumes in the protocol); VLA-4 expressing cells, ligand binding flow cytometry; 330,000 tested, 0.2% active; P13612; in the data active = inhibition above about 50%
MCL1-BIM inh – inhibitors of human MCL1 binding to BIM-BH3 peptide; Q07820; GST-MCL1 / FITC-Bim-BH3 fluorescence polarization; inhibition, % at 10.9 µM; 320,000 tested, 0.68% active;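 active = inhibition above the mean inhibition of all tested compounds plus 3 SD, set per campaign, cut at about 40% in these data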;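 also: 0% = DMSO wells and 100% = unlabeled Bim-BH3 peptide control; higher means more loss of mP so more displacement of Bim peptide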
Target sequence (Q07820 whole entry, looked up): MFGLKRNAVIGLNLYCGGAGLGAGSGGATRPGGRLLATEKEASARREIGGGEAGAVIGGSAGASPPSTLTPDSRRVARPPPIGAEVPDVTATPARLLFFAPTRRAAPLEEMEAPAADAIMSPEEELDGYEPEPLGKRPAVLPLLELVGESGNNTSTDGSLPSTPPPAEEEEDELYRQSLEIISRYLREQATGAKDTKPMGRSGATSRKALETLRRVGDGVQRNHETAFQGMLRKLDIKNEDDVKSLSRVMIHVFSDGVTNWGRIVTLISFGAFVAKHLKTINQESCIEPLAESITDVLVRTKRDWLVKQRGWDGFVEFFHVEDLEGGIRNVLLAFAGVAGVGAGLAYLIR
Bcl-xL primary – inhibitors of human Bcl-xL; Q07817; GST-Bcl-xL / FITC-Bim BH3 peptide fluorescence polarization; inhibition, % at 10.9 µM; 320,000 tested, 0.7% active; AID 2129;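 active = inhibition above the mean of all tested compounds plus 3 SD, cutoff set per campaign, cut at about 30% in these data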;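 also: 0% = DMSO wells and 100% = unlabeled Bim-BH3 peptide competitor; inhibitors lower millipolarization by displacing the labeled peptide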
Target sequence (Q07817 whole entry, looked up): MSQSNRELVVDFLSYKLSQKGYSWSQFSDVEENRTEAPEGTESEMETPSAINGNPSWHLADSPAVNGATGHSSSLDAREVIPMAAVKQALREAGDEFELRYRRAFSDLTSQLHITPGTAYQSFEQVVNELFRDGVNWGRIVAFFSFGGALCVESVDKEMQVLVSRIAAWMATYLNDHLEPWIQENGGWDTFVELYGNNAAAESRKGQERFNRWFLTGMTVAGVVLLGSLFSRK
MEX-5 binding – C. elegans MEX-5 TCR-2 RNA binding activity | 300,000 tested, 0.38% active | MEX-5/FITC-TCR2 RNA binding, fluorescence polarization; hits give low values | activity score (negative = inhibition of binding), % at 10 µM | Q9XUB2;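 active = inhibition past about -25% in most replicates, and total fluorescence under double the plate's negative control median, limit read from the data; inconclusive = replicates evenly split on the limit, or fluorescence at least double controls; inactive = too little inhibition in most replicates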;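 also: 0% = DMSO and -100% = 5 µM competing unlabeled TCR2 RNA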
Target sequence (Q9XUB2 whole entry, looked up): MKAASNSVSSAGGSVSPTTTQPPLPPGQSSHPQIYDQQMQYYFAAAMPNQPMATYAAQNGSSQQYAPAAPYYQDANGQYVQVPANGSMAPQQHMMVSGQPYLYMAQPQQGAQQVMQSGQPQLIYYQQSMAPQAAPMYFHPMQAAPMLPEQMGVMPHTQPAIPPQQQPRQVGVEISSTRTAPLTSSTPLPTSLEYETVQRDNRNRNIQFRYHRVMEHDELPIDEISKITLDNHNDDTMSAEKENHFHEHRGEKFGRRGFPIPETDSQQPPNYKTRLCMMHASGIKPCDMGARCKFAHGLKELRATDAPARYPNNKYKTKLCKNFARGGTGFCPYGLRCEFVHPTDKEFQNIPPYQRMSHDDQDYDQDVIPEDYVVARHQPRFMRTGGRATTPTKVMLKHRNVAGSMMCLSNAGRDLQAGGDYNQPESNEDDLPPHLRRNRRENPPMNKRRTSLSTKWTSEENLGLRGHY
CIT2 TOR yeast – alters CIT2-GFP fluorescence in TOR pathway yeast screen; S. cerevisiae CIT2-GFP strain, flow cytometry, 3 h; 100 means same as DMSO wells; GFP response vs DMSO, % at 10 µM; 320,000 tested, 0.065% active;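 active = GFP response relative to DMSO above a set limit, near the screen mean plus 3 SD, cut at about 150% in these data; inconclusive = Fewer than 70 cells measured for a yeast strain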;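 also: ratio of well median GFP fluorescence to mean of DMSO wells on the plate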
CR mimetic SO – yeast age-related superoxide inhibition as caloric restriction mimetic; AID 2690; superoxide response (% of plate mean), % at 10 µM; S. cerevisiae aged cells, superoxide DHE fluorescence; hits give low values; 330,000 tested, 0.18% active;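 active = superoxide response under a set limit, about three screen SD below normal, cut at about 65% in these data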;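 also: yeast aged for seven days with compound at 30 °C before DHE staining; 100% = average MFI of all compound-treated wells on the plate with controls excluded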
GRK2 aptamer HTS – blocks RNA aptamer binding to human GRK2 | P25098 | bead flow cytometry, FAM-aptamer displacement from GRK2 | inhibition of aptamer binding, % at 10 µM | 330,000 tested, 0.59% active | AID 488847;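 active = inhibition of aptamer binding above 40%, roughly 3 SD of noise, on plates passing a quality check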;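 also: median bead fluorescence of bound FAM aptamer so fluorescent compounds give negative values; no value below 0 was filed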
Active calls of the source: *.

How did Cc1cc(N2CCOCC2)nc(SCC(=O)c2ccccc2)n1 do in these assays?
AGP1-GFP MLPCN: 106; GLD-1 RNA inh: 4; VLA-4 inh: 8; MCL1-BIM inh: -8; Bcl-xL primary: -2; MEX-5 binding: -0.2; CIT2 TOR yeast: 108; CR mimetic SO: 89; GRK2 aptamer HTS: 0

What do the screens show for `O=C(CSc1nnc(-c2ccccc2O)o1)Oc1ccc(OCc2ccccc2)cc1`?
AGP1-GFP MLPCN: 95; GLD-1 RNA inh: -10; VLA-4 inh: 11; MCL1-BIM inh: -3; Bcl-xL primary: -1; MEX-5 binding: 0.9; CIT2 TOR yeast: 93; CR mimetic SO: 107; GRK2 aptamer HTS: 1

How did O=C(c1ccco1)N1CCN(C(c2ccccc2F)c2nnnn2CC2CCCO2)CC1 (centres undefined) do in these assays?
AGP1-GFP MLPCN: 105; GLD-1 RNA inh: 4; VLA-4 inh: 1; MCL1-BIM inh: 1; Bcl-xL primary: 0; MEX-5 binding: 0.1; CIT2 TOR yeast: 107; CR mimetic SO: 96; GRK2 aptamer HTS: 1

What do the screens show for `CCN1C(=O)N[C@@H](CCc2ccccc2)[C@@H](C(=O)OC)[C@H]1C`?
AGP1-GFP MLPCN: 92; GLD-1 RNA inh: -2; VLA-4 inh: -41; MCL1-BIM inh: -7; Bcl-xL primary: -1; MEX-5 binding: 1.5; CIT2 TOR yeast: 93; CR mimetic SO: 95; GRK2 aptamer HTS: 1

How did CC1(C)Cc2c(cnn2-c2ccccc2)C(=O)/C1=N\NC(=O)c1ccncc1 do in these assays?
AGP1-GFP MLPCN: 106; GLD-1 RNA inh: -12; VLA-4 inh: -26; MCL1-BIM inh: 2; Bcl-xL primary: 6; MEX-5 binding: -0.8; CIT2 TOR yeast: 104; CR mimetic SO: 101; GRK2 aptamer HTS: 1

What do the screens show for `COc1ccc(OCC(O)CN2CCN(c3ccccc3)CC2)cc1` (centres undefined)?
AGP1-GFP MLPCN: 97; GLD-1 RNA inh: -4; VLA-4 inh: 1; MCL1-BIM inh: -2; Bcl-xL primary: 7; MEX-5 binding: 0.8; CIT2 TOR yeast: 96; CR mimetic SO: 86; GRK2 aptamer HTS: 0

How did Cc1cc(C(=O)N2CCC(Cc3ccccc3)CC2)ccc1[N+](=O)[O-] do in these assays?
AGP1-GFP MLPCN: 91; GLD-1 RNA inh: 6; VLA-4 inh: 13; MCL1-BIM inh: 0; Bcl-xL primary: 3; MEX-5 binding: -3.4; CIT2 TOR yeast: 87; CR mimetic SO: 108; GRK2 aptamer HTS: 1

What do the screens show for `Cc1oc(-c2ccccc2)nc1CS(=O)CC(=O)N1CCc2ccccc2C1` (centres undefined)?
AGP1-GFP MLPCN: 106; GLD-1 RNA inh: 11; VLA-4 inh: 13; MCL1-BIM inh: 12; Bcl-xL primary: 10; MEX-5 binding: -2.3; CIT2 TOR yeast: 108; CR mimetic SO: 94; GRK2 aptamer HTS: 0

How did CCOC(=O)/C(N=Nc1c(C)n(C)n(-c2ccccc2)c1=O)=C(/O)c1ccccc1 do in these assays?
AGP1-GFP MLPCN: 99; GLD-1 RNA inh: -4; VLA-4 inh: 0; MCL1-BIM inh: 3; Bcl-xL primary: -1; MEX-5 binding: 3.4; CIT2 TOR yeast: 100; CR mimetic SO: 96; GRK2 aptamer HTS: 0

What do the screens show for `O=C(c1cc2cc(F)ccc2[nH]1)N1CCN(C(=O)c2ccco2)CC1`?
AGP1-GFP MLPCN: 25; GLD-1 RNA inh: 4; VLA-4 inh: 7; MCL1-BIM inh: 3; Bcl-xL primary: 5; MEX-5 binding: 0.0; CIT2 TOR yeast: 84; CR mimetic SO: 103; GRK2 aptamer HTS: 0

What do the screens show for `Cc1ccccc1-n1c(-c2ccc3ccccc3n2)n[nH]c1=S`?
AGP1-GFP MLPCN: 93; GLD-1 RNA inh: -1; VLA-4 inh: 1; MCL1-BIM inh: -9; Bcl-xL primary: -11; MEX-5 binding: 0.0; CIT2 TOR yeast: 90; CR mimetic SO: 100; GRK2 aptamer HTS: 0

What do the screens show for `COc1ccc(S(=O)(=O)N2CCN(c3ccccn3)CC2)c(OC)c1`?
AGP1-GFP MLPCN: 100; GLD-1 RNA inh: 0; VLA-4 inh: 0; MCL1-BIM inh: -8; Bcl-xL primary: 7; MEX-5 binding: -1.4; CIT2 TOR yeast: 100; CR mimetic SO: 96; GRK2 aptamer HTS: 0

How did CCOc1ncccc1C(=O)Nc1cccc(C(=O)Nc2cccc(S(=O)(=O)CCO)c2)c1 do in these assays?
AGP1-GFP MLPCN: 105; GLD-1 RNA inh: -4; VLA-4 inh: -12; MCL1-BIM inh: -1; Bcl-xL primary: 3; MEX-5 binding: 0.4; CIT2 TOR yeast: 97; CR mimetic SO: 84; GRK2 aptamer HTS: 1

What do the screens show for `COc1ccc(-c2[nH]nc3c2C(c2ccoc2)C(C#N)=C(N)O3)cc1` (centres undefined)?
AGP1-GFP MLPCN: 89; GLD-1 RNA inh: -4; VLA-4 inh: 12; MCL1-BIM inh: -7; Bcl-xL primary: 5; MEX-5 binding: -0.8; CIT2 TOR yeast: 87; CR mimetic SO: 87; GRK2 aptamer HTS: 2

How did C/C(=N\NS(=O)(=O)c1ccc(Br)cc1)c1ccncc1 do in these assays?
AGP1-GFP MLPCN: 115; GLD-1 RNA inh: -2; VLA-4 inh: 2; MCL1-BIM inh: -3; Bcl-xL primary: 1; MEX-5 binding: -1.0; CIT2 TOR yeast: 114; CR mimetic SO: 95; GRK2 aptamer HTS: 2

Results for Cc1ccccc1C(=O)N=c1ccn(-c2nc3ccccc3nc2NS(=O)(=O)c2ccc(F)cc2)cc1 ?
AGP1-GFP MLPCN: 84; GLD-1 RNA inh: 5; VLA-4 inh: -11; MCL1-BIM inh: 2; Bcl-xL primary: 34*; MEX-5 binding: inconclusive; CIT2 TOR yeast: 96; CR mimetic SO: 135; GRK2 aptamer HTS: 7

What do the screens show for `Cc1ccc2nc(SCC(=O)NCc3ccco3)c(C#N)cc2c1`?
AGP1-GFP MLPCN: 107; GLD-1 RNA inh: -10; VLA-4 inh: 1; MCL1-BIM inh: -10; Bcl-xL primary: -5; MEX-5 binding: -4.3; CIT2 TOR yeast: 109; CR mimetic SO: 102; GRK2 aptamer HTS: 4

What do the screens show for `COCCNC(=O)c1ccccc1NC(=O)CSc1ccc(C)cc1`?
AGP1-GFP MLPCN: 104; GLD-1 RNA inh: 4; VLA-4 inh: 14; MCL1-BIM inh: -2; Bcl-xL primary: 0; MEX-5 binding: -0.6; CIT2 TOR yeast: 94; CR mimetic SO: 99; GRK2 aptamer HTS: 0

Results for Cc1ccc(-c2nc3ncccc3o2)cc1NC(=O)COc1ccccc1 ?
AGP1-GFP MLPCN: 90; GLD-1 RNA inh: 5; VLA-4 inh: 8; MCL1-BIM inh: -5; Bcl-xL primary: -2; MEX-5 binding: 0.7; CIT2 TOR yeast: 99; CR mimetic SO: 102; GRK2 aptamer HTS: 5

Results for COc1ccc(N2CCN(C(=O)CCCn3nnnc3CN3CCOCC3)C(C)C2)cc1 (centres undefined) ?
AGP1-GFP MLPCN: 101; GLD-1 RNA inh: 8; VLA-4 inh: 2; MCL1-BIM inh: 8; Bcl-xL primary: 3; MEX-5 binding: 0.8; CIT2 TOR yeast: 99; CR mimetic SO: 92; GRK2 aptamer HTS: 0

Results for CCn1c(C)cs/c1=N\C(=S)Nc1ccccc1C ?
AGP1-GFP MLPCN: 95; GLD-1 RNA inh: 5; VLA-4 inh: 15; MCL1-BIM inh: 6; Bcl-xL primary: -2; MEX-5 binding: -1.9; CIT2 TOR yeast: 98; CR mimetic SO: 107; GRK2 aptamer HTS: 0

How did Cc1ccc(S(=O)(=O)CCC(=O)OCC(=O)N2c3ccccc3CC2C)cc1 (centres undefined) do in these assays?
AGP1-GFP MLPCN: 103; GLD-1 RNA inh: 7; VLA-4 inh: -1; MCL1-BIM inh: 8; Bcl-xL primary: 12; MEX-5 binding: 2.1; CIT2 TOR yeast: 92; CR mimetic SO: 99; GRK2 aptamer HTS: 0

How did NC(=O)CNC(=O)[C@@H]1CC2(CC(c3cccc(Br)c3)=NO2)CN1C(=O)c1ccc(Br)cc1 (some centres undefined) do in these assays?
AGP1-GFP MLPCN: 87; GLD-1 RNA inh: 7; VLA-4 inh: -8; MCL1-BIM inh: 7; Bcl-xL primary: 6; MEX-5 binding: -0.6; CIT2 TOR yeast: 99; CR mimetic SO: 95; GRK2 aptamer HTS: 1

How did Cc1cccc(N(CC(=O)NCC2CCCO2)C(=O)CNS(=O)(=O)c2ccc(Cl)cc2)c1 (centres undefined) do in these assays?
AGP1-GFP MLPCN: 104; GLD-1 RNA inh: 7; VLA-4 inh: -13; MCL1-BIM inh: 1; Bcl-xL primary: 5; MEX-5 binding: 1.9; CIT2 TOR yeast: 102; CR mimetic SO: 98; GRK2 aptamer HTS: 4

How did OCCNc1c2ccccc2nc2ccccc12 do in these assays?
AGP1-GFP MLPCN: 78; GLD-1 RNA inh: -10; VLA-4 inh: 2; MCL1-BIM inh: 1; Bcl-xL primary: 2; MEX-5 binding: 2.7; CIT2 TOR yeast: 86; CR mimetic SO: 99; GRK2 aptamer HTS: 1

How did CSc1ccc(/C=C/c2cc(=O)c3ccccc3[nH]2)cc1 do in these assays?
AGP1-GFP MLPCN: 86; GLD-1 RNA inh: 16; VLA-4 inh: 11; MCL1-BIM inh: 21; Bcl-xL primary: 18; MEX-5 binding: -6.0; CIT2 TOR yeast: 93; CR mimetic SO: 97; GRK2 aptamer HTS: 4

How did CCn1c(SCC(=O)Nc2ccc(S(=O)(=O)Nc3onc(C)c3C)cc2)nnc1-c1ccccc1 do in these assays?
AGP1-GFP MLPCN: 131; GLD-1 RNA inh: 0; VLA-4 inh: -3; MCL1-BIM inh: -3; Bcl-xL primary: -1; MEX-5 binding: -0.4; CIT2 TOR yeast: 112; CR mimetic SO: 111; GRK2 aptamer HTS: 4

How did CC1(C)C=C(c2ccc(C=O)s2)CC(C)(C)N1C=O do in these assays?
AGP1-GFP MLPCN: 103; GLD-1 RNA inh: 13; VLA-4 inh: 16; MCL1-BIM inh: 5; Bcl-xL primary: 4; MEX-5 binding: -0.7; CIT2 TOR yeast: 99; CR mimetic SO: 96; GRK2 aptamer HTS: 0

What do the screens show for `Cc1cccc(C(=O)NCCC(=O)Nc2ccc(C#N)cc2)c1`?
AGP1-GFP MLPCN: 104; GLD-1 RNA inh: -5; VLA-4 inh: 2; MCL1-BIM inh: -2; Bcl-xL primary: 2; MEX-5 binding: -0.7; CIT2 TOR yeast: 105; CR mimetic SO: 90; GRK2 aptamer HTS: 1

Results for N=C(N)SCCN ?
AGP1-GFP MLPCN: 93; GLD-1 RNA inh: 12; VLA-4 inh: 11; MCL1-BIM inh: 4; Bcl-xL primary: 10; CIT2 TOR yeast: 89; CR mimetic SO: 108; GRK2 aptamer HTS: 0

Results for CCNc1ccc(Br)cc(C(=O)/C=C/c2ccccc2Cl)c1=O ?
AGP1-GFP MLPCN: 97; GLD-1 RNA inh: -7; VLA-4 inh: -76; MCL1-BIM inh: -14; Bcl-xL primary: -15; MEX-5 binding: -2.0; CIT2 TOR yeast: 95; CR mimetic SO: 100; GRK2 aptamer HTS: 4

Results for COC(=O)c1[nH]c2cccc(C)c2c1NC(=O)CN1CCN(c2ccccc2OC)CC1 ?
GLD-1 RNA inh: 0; VLA-4 inh: 28; MCL1-BIM inh: -3; Bcl-xL primary: -1; MEX-5 binding: 0.7; CIT2 TOR yeast: 108; CR mimetic SO: 96; GRK2 aptamer HTS: 0
